TGFb SMAD3 inh: inhibitors of TGF-b signaling. HepG2 CAGA-GFP TGF-b/SMAD3 reporter, GFP fluorescence, 18 h; TGF-beta stimulated, 500 pg/mL final. actives 1.2% (n = 410,000). Potency, µM (highest dose often 46.1 µM), for inactives: at the highest dose activity, negative = inhibition, usual class: inhibitors; further: potency means the concentration at half of the fitted maximal effect; on the % scale 0 is the no-effect control and ±100 the full control effect; nearly all actives have a fitted effect of over 65% in size
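Cell-based qHTS in HEPG2 carrying a CAGA-GFP Smad reporter; compounds added before 500 pg/mL final TGF-beta, 18 h incubation at 37 degrees C, GFP fluorescence quantified per cell by imaging cytometry.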
Nrf2 inh: inhibitors of Nrf2 signaling | A549 ARE-Fluc reporter, luciferase luminescence, 18-24 h | Potency, µM (titrated, usually from 46 µM), without a hit: at the top dose activity change, negative = inhibition, usual class: inhibitors | actives 2.1% (n = 360,000) | AID 504444; further: potency means the concentration at half of the fitted maximal effect; on the % scale 0 is the no-effect control and ±100 the full control effect; nearly all actives have a fitted effect of over 60% in size
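A549 ARE_Fluc cells, 5000/well, 5% FBS OPTI-MEM; compounds in dose-response, 18-24 h at 37 °C/5% CO2; CellTiter-Fluor viability read (Ex 405/Em 525), then BugLite luciferase luminescence = Nrf2 activity.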
A549 tox: counter-screen for Nrf2 inhibitors: cytotoxicity in A549 cells. actives 0.16% (n = 390,000). AID 504648. Potency, µM (series often up to 46 µM), for the others: at the highest dose activity change, negative = cytotoxicity, most hits filed as inhibitors. A549 ARE-Fluc cells, CellTiter-Fluor viability, 18-24 h; further: potency means the concentration at half of the fitted maximal effect; on the % scale 0 is the no-effect control and ±100 the full control effect
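A549 ARE-Fluc cells in 5% FBS OPTI-MEM, 5000 cells/well, rested 2 h then exposed to compounds in concentration-response for 18-24 h at 37 °C. Viability by CellTiter-Fluor fluorescence (Ex 405/Em 525) after 30 min; luciferase luminescence (BugLite, 15 min, RT) read afterwards.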
Nrf2 ARE act: activates Nrf2 signaling | actives 0.31% (n = 410,000) | Potency, µM (series often up to 46.1 µM), for the others: at the highest dose activation, hits mostly activators | AREc32 ARE-luciferase reporter (MCF7-derived line), luminescence, 24 h; further: potency means the concentration at half of the fitted maximal effect; % of control where 0% means no effect; nearly all actives have a fitted effect of over 65% in size
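ARE-driven firefly luciferase activity in AREc32 cells measured after a 24 hr compound exposure at 37 deg C, using Steady-Glo reagent and a 30 min room-temperature hold.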
S2 tox: cell viability loss in ATXN counter-screen | S2 cells (HEK-293 line with an ATXN2-luciferase reporter) viability, CellTiter-Fluor protease fluorescence, 24 h | Potency, µM (top dose mostly 56.7 µM), actives largely listed as cytotoxic | actives 0.49% (n = 400,000); further: potency means the concentration at half of the fitted maximal effect; nearly all actives have a fitted effect of over 40% in size
HepG2 tox: kills HepG2 cells in TGF-b inhibitor counter-screen | HepG2 CAGA-GFP viability, ATP luminescence, 18 h | Potency, µM (series often up to 46.1 µM), without a hit: at the top dose activity change, negative = cytotoxicity, hits mostly cytotoxic | actives 0.76% (n = 410,000) | AID 588856; further: potency means the concentration at half of the fitted maximal effect; some results filed as inactive show a strong effect at the top dose
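CellTiter-Glo luminescence gave cytotoxicity after 18 hours at 37 degrees C. The cells were HepG2 CAGA-GFP in 1% FBS DMEM, stimulated with 500 pg/mL TGF-beta after compound addition. %Activity was normalised to no-cell wells (complete cell-killing) and DMSO (no toxicity), and curves were fitted and classified.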
MCF10A rerep: inducers of DNA re-replication in MCF 10A breast cells | MCF 10A DNA re-replication, Hoechst nuclear intensity, 48 h | Potency, µM (doses to about 46.1 µM), inactives show top-dose activity, positive = re-replication, most hits filed as activators | actives 2.9% (n = 350,000) | AID 624296; further: potency means the concentration at half of the fitted maximal effect; % of control where 0% means no effect; nearly all actives have a fitted effect of over 50% in size
ATXN2 expr inh: inhibitors of ATXN2 expression; HEK-293 ATXN2-luciferase reporter, luminescence, 24 h; Potency, µM (highest dose often 57 µM), for inactives: at the top dose activity change, negative = inhibition, most hits filed as inhibitors; actives 0.72% (n = 360,000); AID 1745845; further: potency means the concentration at half of the fitted maximal effect; on the % scale 0 is the no-effect control and ±100 the full control effect; nearly all actives have a fitted effect of over 55% in size
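qHTS (up to 57 uM final) was run with 24 h compound exposure of reporter cells at 37 °C. Each well was multiplexed: SteadyGlo luminescence measured ATXN2-luciferase expression after a fluorogenic Gly-Phe-AFC viability readout (25 uM final).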
IL-1B inflam inh: blocks inflammasome-driven IL-1 beta release. THP-1 LPS/ATP IL-1B secretion, AlphaLISA, 16 h; stronger effect = lower value. activity change, % at 57.5 µM. actives 4.7% (n = 360,000); in the data active means activity change below about -50%; inconclusive means mostly about -30% to -49%; further: on the % scale 0 is the no-effect control and ±100 the full control effect
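Secreted IL-1B measured by AlphaLISA bead assay after 16 h compound exposure of THP-1 cells; compounds (final up to 57.5 uM) added 1 h before LPS (250 ng/mL) and ATP (1.25 mM) stimulation; lower signal means less secretion.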
The depositor's hits bear a star; i = inactive; ? = inconclusive; · = no result given; & = joins results of further samples; ! = not active in a repeat; [ ] = dose if it differs, or a comment. Unless noted, the call rests on the fitted dose curve; in most records, active means well fitted curve in the direction sought with a large enough effect; inconclusive means small, poorly fitted or top-dose-only effect, or another doubt; inactive means no such curve, though single readings can be large; an effect the other way counts as inactive or inconclusive.

SMILES | TGFb SMAD3 inh | Nrf2 inh | A549 tox | Nrf2 ARE act | S2 tox | HepG2 tox | MCF10A rerep | ATXN2 expr inh | IL-1B inflam inh
CCOCCCN(Cc1ccco1)S(=O)(=O)c1cc2c(cc1C)NC(=O)CO2 | ? | · | 2.4% | 1.3% | · | -21.0% | · | · | ·
Cc1cccc(-c2nn3c(=O)cc(CN4CCN(C(=O)c5ccccc5Br)CC4)nc3s2)c1 | ? | · | -7.8% | 7.1% | i | -7.4% | · | -6.1% | ·
Cc1c(N=C2SCC(=O)N2c2c(C)n(C)n(-c3ccccc3)c2=O)c(=O)n(-c2ccccc2)n1C | ? | -20.0% | 0.2% | -1.3% | i | -0.2% | -6.6% | -0.2% | 19.9
CCOC(=O)c1ccc(S(=O)(=O)NCCN(CC)CC)cc1 | -8.8% | -1.2% | 4.7% | 2.7% | i | -11.2% | -1.4% | -10.8% | -1.8
Cc1ccn2c(NCc3ccccc3)c(-c3cccc(SC4CCCCC4)c3)nc2c1 | 12.6µM* | ? | -19.9% | -0.8%&3.7% | ? | -53.1% | 20.6µM* | ? | -79.4*!
Cn1ccnc1COc1ccc(C=O)cc1 | -12.9% | -1.3% | 0.3% | -0.9% | i | -16.9% | 0.1% | -9.1% | 16.5
CC1=NN(C(=O)c2ccc(C)o2)C(O)(c2ccccc2)C1 (stereo unspecified) | 0.0% | 12.5% | -0.3% | 2.2% | i | -24.1% | 14.6% | 5.5% | 9.6
COc1c(C)cc(S(=O)(=O)N2CCCC2)c(C)c1C | -1.6% | -15.8% | -1.4% | -0.1% | i | -1.0% | 3.7% | -3.2% | 25.1
Cc1[nH]c2ccccc2c1C(=O)CN1CCCCC1CCO (stereo unspecified) | 15.8% | 11.0% | -0.7% | 0.0% | i | -1.5% | -1.6% | 6.0% | 10.8
Cn1c(=O)c2c(nc(CN3CCN(c4ccccc4F)CC3)n2CCN2CCOCC2)n(C)c1=O | 5.6% | 6.1% | -6.4% | 0.3% | ? | 2.2% | 0.3% | -9.7% | 0.2
O=C(COC(=O)CCS(=O)(=O)c1ccc(Cl)cc1)Nc1ncc(Cl)cc1Cl | 29.2% | 0.9% | -1.5% | 2.1% | i | -1.5% | 7.5% | -10.1% | -15.5
CNc1ccc(-c2nc(-c3ccncc3)no2)cc1[N+](=O)[O-] | 2.9% | 29.6% | 4.0% | 4.2% | i | 8.4% | · | 16.6% | ·
O=C(O)C1CC(=O)N(Cc2ccc(F)cc2)C1 (stereo unspecified) | 8.1% | 24.5% | 3.5% | -0.2% | i | -0.8% | -7.4% | 9.6% | 15.9
Cc1cccc(C)c1NC(=O)CSc1nnc(NC(=O)c2ccccc2C(=O)O)s1 | -2.4% | -4.1% | 0.8% | -0.1% | i | 3.0% | -15.3% | -23.7% | -2.7
CS(=O)(=O)N(CC(=O)N1CCCC1)c1cccc(C(F)(F)F)c1 | 2.5% | · | · | 0.2% | i | 0.9% | · | · | -14.4
CCOC(=O)c1cc(C(O)(C(F)(F)F)C(F)(F)F)c(/N=C/N(C)C)o1 | -2.5% | 1.4% | -1.1% | 0.2% | i | -26.3% | -8.9% | 4.6% | -3.7
CCN(Cc1cc2ccccc2[nH]c1=O)C(=O)C(C)C | -0.9% | 7.0% | 1.9% | 0.1% | i | 0.5% | 4.2% | 6.7% | -8.7
CCCSc1ccc([C@H]2N[C@@](CC(C)C)(C(=O)OC)[C@H]3C(=O)N(CC)C(=O)[C@@H]23)cc1 | -5.0% | 2.7% | -1.0% | -0.2% | i | -74.7% | -20.6% | -6.2% | ?
COc1ccc(F)cc1-c1cc(NC=O)c2ncc(-c3cccc(C(=O)N(C)C)c3)n2c1 | -4.9% | · | · | 4.3% | ? | -27.7% | · | 25.1µM* | -15.3
O=C(COC(=O)c1ccccc1Cl)NCCC1=CCCCC1 | 3.2% | ? | ? | 5.3% | i | -5.5% | 0.2% | · | 0.8
NC(=O)C1CN(C(=O)c2cccc(S(=O)(=O)N3CCc4ccccc43)c2)c2ccccc2O1 (stereo unspecified) | 1.6% | ? | -2.5% | -0.5% | i | -4.0% | 1.3% | · | 36.9
CN=C(Nc1ccc(Cl)cc1)c1cccc(C(F)(F)F)c1 | -3.1% | -5.3% | 0.4% | 14.5% | i | -41.7% | -1.2% | 4.4% | -11.4
CCOc1cccc(CNCc2ccncc2)c1 | -14.7% | 7.6% | 15.9% | 0.0% | i | -0.9% | ? | 7.5% | 0.0
Cc1ccc(C(C)C)c(Oc2cnccn2)c1 | -3.3% | 7.3% | -10.3% | 0.0% | i | 1.9% | -7.5% | 0.0% | 20.4

The last two entries of the section before open the next one.
SMILES | TGFb SMAD3 inh | Nrf2 inh | A549 tox | Nrf2 ARE act | S2 tox | HepG2 tox | MCF10A rerep | ATXN2 expr inh | IL-1B inflam inh
CCOc1cccc(CNCc2ccncc2)c1 | -14.7% | 7.6% | 15.9% | 0.0% | i | -0.9% | ? | 7.5% | 0.0
Cc1ccc(C(C)C)c(Oc2cnccn2)c1 | -3.3% | 7.3% | -10.3% | 0.0% | i | 1.9% | -7.5% | 0.0% | 20.4
CCC(=O)NC(c1cccc([N+](=O)[O-])c1)c1c(O)ccc2ccccc12 (stereo unspecified) | -25.0% | 11.4% | 1.5% | 1.2% | i | -23.2% | 4.3% | -9.5% | ?
OC(c1ccccc1)c1ncc(-c2cccc(F)c2)[nH]1 (stereo unspecified) | 4.6% | · | · | 4.3% | i | -22.3% | · | 31.8%[activator] | 15.3
O=C(c1ccc([N+](=O)[O-])cc1)N1CCN(c2ncccn2)CC1 | 14.4% | -18.0% | -5.2% | -0.2% | i | -40.0% | 2.4% | -5.6% | 12.8
CCCCCc1ccc(CC(=O)Nn2c(C)nc3ccccc3c2=O)cc1 | ? | ? | -5.5% | -0.3% | i | -5.0% | ? | -5.5% | -19.1
Cc1c(C(=O)OC(C)C(=O)N(C)Cc2ccccc2)oc2ccccc12 (stereo unspecified) | -7.3% | 8.6% | 2.2% | -0.6% | i | -12.7% | 15.0% | -8.8% | 9.8
CC(O)Cn1cnc2c1c(=O)n(C)c(=O)n2C (stereo unspecified) | -10.4% | 3.1% | -1.8% | -0.1% | i | -5.0% | ? | -17.1%&18.3% | -16.3
COc1ccc(C(C)(C)C)cc1S(=O)(=O)N1CCN(C)CC1 | -14.7% | · | 6.8% | -0.7% | i | -0.9% | 15.5% | -3.1% | -14.4
CCn1cc(C(=O)N2CCN(c3ccc(C(C)=O)cc3)CC2)c2cc(OC)c(OC)cc2c1=O | 15.1%&13.5% | -3.3% | 3.0%&-3.2% | 5.5%&5.4% | i | -2.6%&3.2% | 10.8% | 14.0%&8.6% | -4.7
O=C(Nc1ccc(Cl)cc1)c1nc[nH]c1C(=O)Nc1ccccc1F | 6.0% | · | · | 4.0% | i | 1.4% | · | ? | -15.5
CCc1nn(CC(=O)NCCCN(CC)CC)c(=O)c2cc3occc3n12 | -1.6% | ? | 1.2% | 3.1% | i | -1.3% | · | 9.7% | ·
Cc1sc2nc(SCC(=O)c3cccs3)n(Cc3ccco3)c(=O)c2c1C | 26.5% | · | 5.5% | 2.5% | i | -17.3% | 21.1% | ? | 74.5
CCC1CCCCN1C(=O)COc1ccc(S(=O)(=O)N2CCOCC2)cc1Cl (stereo unspecified) | 7.2% | -10.6% | 1.8% | 0.0% | i | -6.7% | 11.3% | 7.6% | 4.9
CCCCC(=O)OCC(=O)Nc1ccc(OC(F)F)cc1 | -10.7% | 4.2% | 0.7% | -0.2% | i | 11.5% | 0.8% | 1.7% | 11.6
COc1nc(-c2cnccn2)sc1C | -4.5% | -1.5% | 2.1% | 2.1% | i | -10.5% | -2.1% | 2.4% | -5.1
O=[N+]([O-])c1cnc2ccccc2c1 | 1.9% | 1.7% | -1.6% | 10.9% | i | -47.8% | -1.7% | -9.5% | 18.9
Cc1ccc(C2=NN(C(=O)CCC(=O)O)C(c3cn(-c4ccccc4)nc3-c3ccc(C)cc3)C2)cc1 (stereo unspecified) | 14.8% | -17.5% | ? | -0.8% | i | 1.0% | -5.7% | 2.0% | -10.6
O=C(CN1CCCCCC1)NCc1ccccc1 | -14.6% | 13.3% | -2.4% | -2.5% | i | -1.5% | 0.5% | 3.3% | 8.2
O=S1(=O)N[C@H](Cc2ccccc2)COc2cc(N3CC[C@H](O)C3)ccc21 | · | · | · | -0.1% | i | · | · | 13.7% | 27.8
Cc1ccc(NC(=O)Cn2nnnc2-c2ccccc2N)cc1 | -8.1% | 11.3% | -4.2% | 1.7% | · | -15.0% | · | · | ·
O=C(Nc1ccc(N2CCCC2)c(Cl)c1)c1ccccc1[N+](=O)[O-] | -0.4% | 7.0% | 2.6% | 0.5% | i | 2.3% | 4.4% | -1.9% | -15.2
Cc1nnc(SCC(=O)N2CCCCCC2)n(N)c1=O | -20.4% | 14.5% | 6.1% | -0.1% | i | -28.6% | -0.9% | -13.0% | -6.9
CC(C)C[C@H](NC(=O)c1nc[nH]c1C(=O)NCc1ccccc1)C(=O)OCc1ccccc1 | -26.7% | 1.7% | -1.5% | 10.1% | ? | -12.2% | ? | -9.0% | 60.4
O=C(Cn1nc(C(F)(F)F)c2c1CCCC2)Nc1cccc(Cl)c1 | 11.2µM* | · | ? | -3.6% | ? | -71.5% | · | ? | ·
COc1ccc(CN2CCNC(=O)C2CC(=O)NCc2ccc(C)s2)c(OC)c1 (stereo unspecified) | 5.1% | -23.1% | -4.7% | -1.8% | i | -4.0% | -7.7% | 2.0% | 10.4
